From PubChem BioAssay
TcdB GH inh: TcdB glycohydrolase inhibition. P18177. TcdB glycohydrolase enzymatic assay, plate reader. inhibition, % at 9.99 µM. hit rate 0.24% among 350,000; in the data active means inhibition above about 10%
Yp Topo-I inh: Y. pestis Topo-I inhibition via cleavage products; Y. pestis Topo-I cleavage product accumulation, plate reader; activity, % at 10 µM; hit rate 0.064% among 360,000; AID 504884; in the data active means activity above about 50%, passing the limit was not always enough; inconclusive means no clear call, values can overlap the other calls; further: inactives centre near 2
VHR inh abs: blocks human VHR1 dual specificity phosphatase; inhibition, % at 13.3 µM; hit rate 0.52% among 290,000; P51452; recombinant VHR phosphatase, pNPP absorbance; AID 1654; in the data active means inhibition above about 50%; further: some compounds called inactive have numbers as strong as hits
Target sequence (P51452 whole entry, looked up): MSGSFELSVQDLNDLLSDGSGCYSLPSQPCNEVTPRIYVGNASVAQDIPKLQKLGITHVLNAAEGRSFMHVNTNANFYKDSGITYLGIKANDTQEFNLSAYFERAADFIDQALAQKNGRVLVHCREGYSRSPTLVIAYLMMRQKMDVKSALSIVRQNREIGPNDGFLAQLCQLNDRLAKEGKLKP
CCHFV vOTU inh: blocks the CCHF virus ovarian tumor domain protease; CCHFV vOTU protease, Pep-AMC fluorescence; hit rate 0.55% among 370,000; inhibition, % at 11.5 µM; AID 651958; in the data active means inhibition above about 30%; further: 0% = vehicle wells with enzyme and 100% = no enzyme wells
Rv3671c protease: inhibits the M. tuberculosis serine protease Rv3671c; P9WHR9; inhibition, % at 5.96 µM; hit rate 0.048% among 320,000; in the data active means inhibition above about 38%;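 further: extracellular domain of Rv3671c used as enzyme; 0% = enzyme with DMSO and 100% = no enzyme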
Target sequence (P9WHR9 whole entry, looked up, the tested form may be a part): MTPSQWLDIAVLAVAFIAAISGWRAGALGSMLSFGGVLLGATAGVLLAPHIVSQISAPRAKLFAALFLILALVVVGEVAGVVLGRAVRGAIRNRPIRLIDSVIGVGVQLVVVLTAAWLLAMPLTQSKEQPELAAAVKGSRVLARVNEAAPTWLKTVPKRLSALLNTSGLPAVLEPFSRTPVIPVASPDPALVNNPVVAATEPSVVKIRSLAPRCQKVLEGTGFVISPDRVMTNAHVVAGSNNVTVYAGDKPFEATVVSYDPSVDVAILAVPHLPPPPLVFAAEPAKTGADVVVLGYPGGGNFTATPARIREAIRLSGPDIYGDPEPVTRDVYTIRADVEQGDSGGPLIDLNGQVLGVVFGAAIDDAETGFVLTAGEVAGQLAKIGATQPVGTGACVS
SARS 3CLpro inh: SARS-CoV 3CLpro protease inhibition; AID 1706; recombinant SARS-CoV 3CLpro, quenched FRET peptide cleavage; P0C6X7; inhibition, % at 6 µM; hit rate 0.14% among 290,000; in the data active means inhibition above about 12%
PrPC TRFRET: inhibitors of human cell surface prion protein PrPC; P04156; TR-FRET read-out; inhibition, % at 13.8 µM; hit rate 0.43% among 370,000; in the data active means inhibition above about 24%; further: 0% = median of the test wells and 100% = reference compound wells
BH1578 lux ind: induces V. cholerae light production without autoinducers | V. cholerae BH1578 lux reporter, luminescence, 6 h | activation, % at 18.7 µM | hit rate 0.16% among 350,000; in the data active means activation mostly above about 9.7%, no sharp cut-off; inconclusive means no clear call, values can overlap the other calls; inactive means mostly below about 3.7%; further: not every result past the cut was called active; inactives centre near 0; reference of the scale not given here
SSB-PriA inh: blocks PriA binding to SSB C-terminal tail | AlphaScreen SSBct-PriA binding, biotinylated peptide | inhibition, % at 33 µM | hit rate 0.6% among 430,000 | AID 1272365; in the data active means inhibition mostly above about 37%, no sharp cut-off; inactive means mostly below about 20%;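 further: plate controls were negative control peptide for no effect and reference peptide for full effect; strong numbers were not always called active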
MazEF act: activators of E. coli MazEF toxin-antitoxin RNase | activation, % at 20 µM | FAM/BHQ RNA-DNA oligo cleavage fluorescence, 5 h | hit rate 0.32% among 350,000; in the data active means activation above about 50%
Target sequence (P0AE70 whole entry, looked up): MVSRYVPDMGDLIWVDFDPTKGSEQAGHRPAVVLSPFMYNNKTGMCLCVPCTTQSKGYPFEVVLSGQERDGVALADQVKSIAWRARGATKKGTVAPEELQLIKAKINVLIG
* hit, by the source's call; i = inactive; ? = inconclusive; nt = no result given; & = joins results of further samples. A portion of the library; the hit share may differ from the screen's.

SMILES	TcdB GH inh	Yp Topo-I inh	VHR inh abs	CCHFV vOTU inh	Rv3671c protease	SARS 3CLpro inh	PrPC TRFRET	BH1578 lux ind	SSB-PriA inh	MazEF act
COc1ccc(OC)c(NC(=O)C2CCCN(S(=O)(=O)c3c(C)noc3C)C2)c1 (configuration not stated)	nt	10	1	2	-3	2	2	i	0	0
CCOc1ccc(/C=N/NC(=S)Nc2c(C)cccc2C)cc1	nt	9	-4	15	-9	11	17	i	nt	2
O=C(CSc1nnnn1-c1ccc(O)cc1)Nc1cccc(S(=O)(=O)N2CCCC2)c1	nt	1	22	0	-13	9	3	-0.5	6	6
CC(C)C1COC(c2cccn2Cc2ccccc2Cl)=N1 (configuration not stated)	0.3	4	6	0	5	-2	9	-0.5	-43	-1
COc1ccc(/C=N/N2CCOCC2)cc1Cn1nc(C)c([N+](=O)[O-])c1C	0.5	-6	17	-10	-1	-2	3	0.6	i	-3
CC(C)c1nc(SCC(=O)N2CCCC2)c2c(=O)n(C)c(=O)n(C)c2n1	0.2	10	nt	0	-7	nt	-4	-0.2	9&-3	-22
COc1ccc2c(c1)cc1n2CCN=C1NCCO	nt	-8	-6	2	1	-6	-19	-3.3	-13	10
CCn1c(CN2CCC(C)CC2)nc2cc(S(=O)(=O)N3CCCCC3)ccc21	0.8	30	nt	8	nt	nt	9	i	nt	9
CCCCCc1nc2c(C#N)c(-c3ccc(Cl)cc3)ccn2n1	nt	-6	4	6	-4	3	1	-0.2	-17	-5
C1CCCCCC2(CCCCC1)OCC(CN1CCOCC1)O2 (configuration not stated)	nt	-1	4	-3	-1	-3	6	-0.5	-1	-7
COc1ccccc1/C=N\Nc1ccccc1[N+](=O)[O-]	0.1	-7	29	13	2	-1	-5	-0.7	nt	-5
CCOC(=O)c1ccc2nc(NC(=O)C(C)C)sc2c1	0.8	-13	-3	-1	-1	-1	7	nt	-17	15
C=CCn1c(CCCNC(=O)c2ccccc2OC)nc2ccccc21	nt	15	12	nt	-7	0	nt	-0.7	-7	-2
O=C(NCCCN1CCOCC1)C(=O)c1c[nH]c2ccccc12	0.9	1	16	17	-3	1	-4	-2.6	-3	2
O=C(C1CCC(CNc2c(N3CCCCC3)c(=O)c2=O)CC1)N1CCN(C2CCCCC2)CC1 (configuration not stated)	-0.1	2	16	8	3	5	-7	-0.4	-3	2
CC(C)c1ccccc1NC(=O)C1CC(=O)N(C2CCCC2)C1 (configuration not stated)	-0.4	7	4	2	1	-4	1	-0.2	11	12
Cc1ccc(NC(=O)C(=O)NNC(=O)c2cccs2)cc1	-1.3	6	-4	14	-8	3	-1	i	-10	-1
COc1ccc(C(=O)C2CCCN(Cc3cccn3-c3ccccn3)C2)c(OC)c1 (configuration not stated)	-1.4	5	23	-12	-1	-4	-8	-0.4	-7	8
Cc1cc(NC(=O)c2ccccc2)ccc1NC(=O)c1ccccc1Cl	0.5	0	4	-8	2	3	-6	-0.5	-22	-4
O=C(O)c1cc(-c2ccco2)nn1-c1cccc(Cl)c1	0.5	0	2	-2	-8	-7	6	i	-13	-4
Nc1c(C(=O)Nc2ccccc2)nnn1-c1ccc2c(c1)OCCO2	0.8	2	21	5	-2	-7	-5	-0.4	-4	3
O=C(CSc1ccc(Cl)cc1)NNC(=O)c1cccnc1	0.1	10	10	-2	2	7	-3	-0.2	-7	5
CCN(CC)C(=O)COC(=O)C1=NN(c2cc(C)ccc2C)C(=O)CC1	0.4	-6	2	3	17	6	-5	-1.6	1	-1
O=S(c1ccsc1)c1ccsc1	nt	7	13	-1	2	-1	-5	-0.7	-14	5
COc1ccc(C(C(=O)NC2CCCC2)N(CCCO)C(=O)c2snc(C(N)=O)c2N)cc1 (configuration not stated)	0.1	3	26	-9	-6	-2	1	-0.2	-9	-31

Some of these compounds in order of number of heavy atoms, low to high:
SMILES	TcdB GH inh	Yp Topo-I inh	VHR inh abs	CCHFV vOTU inh	Rv3671c protease	SARS 3CLpro inh	PrPC TRFRET	BH1578 lux ind	SSB-PriA inh	MazEF act
COc1ccccc1/C=N\Nc1ccccc1[N+](=O)[O-]	0.1	-7	29	13	2	-1	-5	-0.7	nt	-5
Nc1c(C(=O)Nc2ccccc2)nnn1-c1ccc2c(c1)OCCO2	0.8	2	21	5	-2	-7	-5	-0.4	-4	3
C=CCn1c(CCCNC(=O)c2ccccc2OC)nc2ccccc21	nt	15	12	nt	-7	0	nt	-0.7	-7	-2
CCn1c(CN2CCC(C)CC2)nc2cc(S(=O)(=O)N3CCCCC3)ccc21	0.8	30	nt	8	nt	nt	9	i	nt	9
COc1ccc(OC)c(NC(=O)C2CCCN(S(=O)(=O)c3c(C)noc3C)C2)c1 (configuration not stated)	nt	10	1	2	-3	2	2	i	0	0

(list continues)
SMILES	TcdB GH inh	Yp Topo-I inh	VHR inh abs	CCHFV vOTU inh	Rv3671c protease	SARS 3CLpro inh	PrPC TRFRET	BH1578 lux ind	SSB-PriA inh	MazEF act
COc1cccc(C2(O)CCN(C(=O)C3CC3)CC2)c1	nt	-3	12	0	0	-9	4	nt	-7	-3
COc1ccccc1C(=O)Nc1ccc(OCC(=O)N2C(C)CCCC2C)cc1 (configuration not stated)	-0.7	5	nt	3	-5	nt	-2	i	0	7
CN(C(=O)c1ccc2c(Cl)c3c(nc2c1)CCC3)c1ccccc1	1.8	7	8	3	-6	3	6	2.7	-5	9
CCOC(=O)C(CCCCOc1cccc(CC)c1)C(=O)OCC	nt	29	-5	-4	1	3	1	i	-79	-11
O=C(CO/N=C/c1c(Cl)cccc1Cl)NNC(=O)c1cccc(Cl)c1	0.8	-7	16	-8	0	0	3	-0.1	i	-5
Cc1cc(C(=O)c2ccccc2)c(NC(=O)CCl)s1	nt	5	-10	32*	-7	76*	-11	-0.4	4	-4
COc1cccc(CN2CC(C(=O)NCc3cnn(C)c3)CCC2=O)c1 (configuration not stated)	1.1	-1	20	4	-4	0	-2	i	0	-1
Cc1cccc(NC(=S)NCc2ccc(F)cc2)c1	0.4	0	39	6	-11	-2	3	-0.4	-10	9
CCn1c(CSCc2ccc(C)cc2)nnc1SCC(=O)NCc1ccccc1	nt	28	14	4	3	0	5	nt	-15	1
CC1CCN(C(C(=O)Nc2ccc3c(c2)OCO3)c2ccccc2)CC1 (configuration not stated)	0.7	17	17	-2	1	nt	8	-0.3	-9	0
CC(=O)c1ccc(NC(=O)c2ccc(CSc3ccccc3)o2)cc1	0.7	-3	0	7	-23	-2	6	0.8	-10&-16	1
COc1ccc(C(=O)OCC(=O)c2c[nH]c3ccccc23)c(OC)c1	1.9	5	nt	-2	-13	nt	-5	-4.2	-3	16
COc1ccccc1/C=C(/NC(=O)c1ccccc1)C(=O)NCCCn1ccnc1	-0.4	-4	14	13	6	2	-2	-0.2	-5	10
CCCN(CC(=O)Nc1ccccc1C)C(=O)c1ccc(N2CCCC2)c([N+](=O)[O-])c1	0.8	11	nt	-4	4	nt	-10	-5.0	22	3
Cc1cc(=O)n(CC(=O)NC2CC2)c2c1c(C)nn2-c1ccccc1	nt	-8	2	nt	-8	3	nt	i	-1	10
Cc1oc2ccc(NS(=O)(=O)c3ccc(C(C)(C)C)cc3)cc2c1C(=O)Nc1ccccc1	nt	-2	18	12	7	7	15	i	-16	10
CCCc1nc2ccc(NC(C)=O)cc2c(=O)n1Cc1ccc(Cl)cc1	0.8	2	0	-9	1	0	8	-0.2	-12	10
CN(C)c1ccc(NC(=O)Cn2ncn3c(cc4ccccc43)c2=O)cc1	-3.8	-5	4	-1	1	-8	3	-12	23	-2
N/C(=N\N=C\c1cccs1)SC1CC(=O)N(c2ccc(Br)cc2)C1=O (configuration not stated)	-0.5	5	11	28	-50	2	8	i	nt	-14
CS(=O)(=O)c1ccc(N)c(SSc2cc(S(C)(=O)=O)ccc2N)c1	6.7	-14	nt	1	-1	nt	2	-11	11	-8
Cc1cccc(NC(=O)CSc2nc3ccccc3nc2N2CCCC2)c1C	-1.0	10	13	7	-5	1	5	-0.2	-12	10
Cc1cc(C)nc(NNC2=CC(=[N+]3CCCCC3)CC(C)(C)C2)n1	-4.9	?	2	11	-1	-2	-2	1.7	-17	8
CCC(C)(C)n1nnnc1C(c1cccs1)N1CCCCC1 (configuration not stated)	0.8	-1	11	8	3	1	-1	-0.9	-5	3
COc1ccccc1C1CC(=O)Oc2ccc(C(C)(C)C)cc21 (configuration not stated)	0.4	31	nt	6	nt	nt	4	i	12	1
COc1ccc(N=Cc2[nH]c3ccccc3c2O)cc1	1.8	-16	18	20	2	4	-9	-0.2	-8	-229

A section from further up, for reference:
SMILES	TcdB GH inh	Yp Topo-I inh	VHR inh abs	CCHFV vOTU inh	Rv3671c protease	SARS 3CLpro inh	PrPC TRFRET	BH1578 lux ind	SSB-PriA inh	MazEF act
COc1cccc(C2(O)CCN(C(=O)C3CC3)CC2)c1	nt	-3	12	0	0	-9	4	nt	-7	-3
COc1ccccc1C(=O)Nc1ccc(OCC(=O)N2C(C)CCCC2C)cc1 (configuration not stated)	-0.7	5	nt	3	-5	nt	-2	i	0	7

(continued)
SMILES	TcdB GH inh	Yp Topo-I inh	VHR inh abs	CCHFV vOTU inh	Rv3671c protease	SARS 3CLpro inh	PrPC TRFRET	BH1578 lux ind	SSB-PriA inh	MazEF act
Cc1csc(NC(=O)c2ccc(C)s2)n1	0.9	-13	nt	9	7	nt	6	-0.3	1	2
Cc1ccc(C(=O)NCC(=O)OCC(=O)c2ccc(C)c([N+](=O)[O-])c2)cc1	nt	-9	-4	7	-3	2	2	i	-7	12
CCCCOC(=O)Cn1c(=O)oc2ccc(C)cc21	0.2	5	2	8	4	-4	-1	0.0	-1	2
O=C(Nc1nc2ccccc2s1)c1ccc(F)cc1	0.2	-2	4	4	-5	1	-15	i	-10	3
CCOC(=O)C1CCCN(C/C=C/c2ccccc2)C1 (configuration not stated)	-0.3	0	-33	7	nt	-3	2	-0.4	0	5
C=CCNC(=O)COc1ccc(Oc2ccccc2)cc1	-1.7	4	-34	7	-5	4	8	-0.3	-17	-4
COCc1cc(N2CCCC2)nc(-c2ccccc2)n1	0.1	11	11	5	1	-3	2	i	-3	10
O=C(NCCCn1ccnc1)C(Cc1ccc([N+](=O)[O-])cc1)N1C(=O)c2ccccc2C1=O (configuration not stated)	nt	1	18	-4	6	-2	-11	i	3	2
O=[N+]([O-])c1ccc(CN2CC(N3CCN(CCO)CC3)CS2(=O)=O)cc1 (configuration not stated)	1.2	2	nt	-7	nt	nt	-9	-2.3	nt	1
Cc1nc(C)c(C(=O)OCC(=O)NCc2ccccc2Cl)s1	0.8	-4	nt	4	5	nt	-7	i	-9	-16
CC(C)(C)c1ccc(C(=O)N2CCC2(C)C(=O)NCc2cccc3ccccc23)cc1 (configuration not stated)	-0.4	-7	nt	14	nt	nt	-1	-0.8	nt	nt
COc1ccc(CC(=O)Nc2ccc(C(=O)NC(C)(C)C)cc2)cc1OC	1.4	-1	17	2	6	-3	-2	-0.3	-19	-3
COc1cccc(N2CCN(C(=O)c3ccc(Cl)c(NC4=NC5CS(=O)(=O)CC5S4)c3)CC2)c1 (configuration not stated)	0.5	13	-9	2	8	1	-2	i	-5	6
CCCC/C(C)=N/NC(=O)c1cn(-c2ccccc2)nc1-c1ccccc1	0.8	4	-3	-12	-44	4	6	-0.4	nt	5
CCN1C(=O)[C@H]2[C@@H](c3ccc(-c4ccc(OC)cc4)c(OC)c3)N3CCCC[C@@]3(C(=O)OC)[C@H]2C1=O	2.4	13	nt	-2	-9	nt	-9	i	-12	-8
CCOP(=O)(OCC)/C(=C/N1CCCCC1)NC(=O)c1ccccc1	-0.7	5	6	-2	4	4	4	1.0	-25	4
COc1ccc(-c2cc(C(=O)NCCCN3CCOCC3)c3cc(C(C)C)ccc3n2)cc1	0.8	-2	-14	-106	7	-8	-3	i	-19	-4
C[C@@H](C(=O)Nc1ccc(SC(F)F)cc1)N1C(=O)C2CCCCC2C1=O (some centres not stated)	1.1	-4	nt	-6	-3	nt	8	i	-21	3
CCC1CCCCN1Cc1nc2ccccc2c(=O)n1CC(C)=O (configuration not stated)	0.5	-4	13	8	-1	-2	2	-0.4	-20	0
Cc1ccc(-c2nnn(CC(=O)NC3CCN(Cc4ccccc4)CC3)n2)cc1	nt	-1	-13	-7	4	0	-5	10	-9	-15
CCOC(=O)C1(Cc2ccccc2C(F)(F)F)CCN(CC(O)CO)CC1 (configuration not stated)	0.0	8	4	-4	-9	6	-1	-0.2	-13	2
